Screening data: PubChem BioAssay, several laboratories
XIAP displacement: XIAP antagonists, biochemical, IAP family, fluorescence polarization (AID 1018). XIAP BIR domain, fluorescence polarization peptide displacement; higher % means a stronger effect. displacement, % at 20 µM, or IC50 in µM where a hit was titrated. actives 0.007% (n = 200,000); in the data active means displacement above about 50%; further: a part of the inactive calls stands beside numbers as strong as those of hits
PMI inhibition: MPI inhibition at elevated mannose 6-phosphate – biochemical, fluorescence intensity, high mannose 6-phosphate, primary screen (AID 1220); actives 0.66% (n = 190,000); recombinant PMI enzyme, coupled fluorescence intensity; higher % means a stronger effect; inhibition, % at 20 µM; hits with a dose series show IC50 in µM
CSM14.1 death rescue: rescue of cells from ER stress-induced death, primary screen, 384-well, CSM14.1, thapsigargin, ATP luminescence (AID 1222) | CSM14.1 thapsigargin-induced death rescue, ATP luminescence; higher % means a stronger effect | cellular ATP content (survival), % at 20 µM; hits with a dose series show EC50 in µM | 190,000 tested, under 10 active;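 active means EC50 below 50 µM in the dose-response confirmation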;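 further: death triggered by thapsigargin at about 15 µM added after 2 h compound pretreatment; cell ATP read after overnight thapsigargin exposure of roughly 18 to 22 hours; normalized against plate controls of thapsigargin alone and 5% DMSO vehicle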
M17LAP inhibition: P. falciparum M17LAP inhibitors, primary screen, biochemical, fluorogenic H-Leu-NHMec substrate, 1536-well (AID 1619) | recombinant M17LAP, H-Leu-NHMec fluorogenic kinetic assay; higher % means a stronger effect | inhibition, % at 30 µM, or IC50 in µM where a hit was titrated | actives 0.38% (n = 220,000);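 active means compound inhibiting the enzyme by more than half at any dose during confirmatory dose-response retesting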;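 further: plate controls were full reaction with DMSO carrier for no effect and no enzyme background for full effect; strong numbers were not always called active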
M1AAP inhibition: P. falciparum M1AAP inhibitors, biochemical, fluorogenic H-Leu-NHMec substrate, 1536-well (AID 1445). recombinant M1AAP, H-Leu-NHMec fluorogenic kinetic assay; higher % means a stronger effect. one-dose inhibition, % at 30 µM; IC50 in µM for titrated hits. actives 0.42% (n = 220,000);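 active means primary inhibition above the hit cutoff, then over 50% inhibition at one or more dose response concentrations, cut at about 23% in these data, passing the limit was not always enough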;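 further: plate controls were DMSO full reaction for no effect and no enzyme background for full effect; strong numbers were not always called active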
Myeloid diff 2: myeloid differentiation induction; ER-HoxA9 myeloid progenitors, lysozyme-GFP differentiation, flow cytometry; calls only at 10 µM; actives 1% (n = 360,000);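 active means normalized GFP-positive differentiation at or above the plate's own cutoff, the solvent-only control mean plus 3 SD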;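 further: cells exposed to compound for four days before flow analysis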
TNAP activators: stimulation of alkaline phosphatase TNAP activity – biochemical, luminescent, no phosphate acceptor, uHTS, primary screen (AID 1001) | one-dose activation fold at 20 µM; EC50 in µM for titrated hits | purified TNAP, luminescent activation assay, no phosphate acceptor; higher activation fold means a stronger effect | actives 0.03% (n = 200,000); in the data active means activation fold from about 3, or a potency from the dose series; inactive means the rest, 99 in 100 with activation fold below about 1.6; further: many of its hits are not listed in these tables
LYP inhibition: inhibitors of LYP phosphatase, biochemical, fluorescence intensity, uHTS (AID 1779); recombinant LYP phosphatase, fluorescence intensity; higher % means a stronger effect; inhibition, % at 11.5 µM, or IC50 in µM where a hit was titrated; actives 0.054% (n = 290,000);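 further: plate controls were vehicle with enzyme for no effect and no enzyme for full effect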
PMI inhibitors: inhibitors of human PMI, primary screen, biochemical, fluorescence intensity, coupled assay (AID 1209); purified PMI enzyme, coupled fluorescence intensity; higher % means a stronger effect; inhibition, % at 20 µM; hits with a dose series show IC50 in µM; actives 0.42% (n = 190,000);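 further: plate controls were DMSO vehicle for no effect and wells lacking substrate for full effect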
Myeloid diff 2 GFP+ MAC1+ %: also measured in Myeloid diff 2; calls as there; GFP+ MAC1+ double positive, %; measured here: differentiation confirmed by MAC1 staining
* = called active by the depositor; i = inactive; . = not tested or not shown; + = active, no number; & = joins results of further samples. Unless noted, no stated cut-off is given here; in the data, active means inhibition above about 50%; inactive means the rest.

Each structure is followed by: XIAP displacement	PMI inhibition	CSM14.1 death rescue	M17LAP inhibition	M1AAP inhibition	Myeloid diff 2	Myeloid diff 2 GFP+ MAC1+ %	TNAP activators	LYP inhibition	PMI inhibitors
CCOC(=O)/C(=C\Nc1ccc(OC(F)(F)F)cc1)Sc1ncc(C(F)(F)F)cc1Cl
 : -3.8%	6%	-1.8%	6%	3%	i	0.4	1	12%	10%
Cc1ccc(N2C(=O)CSC2c2c(F)cccc2Cl)cc1 (stereo not drawn)
 : 0.3%	12%	-0.4%	-7%	-1%	i	1.7	1.1	-4%	9%
COc1ccc(-n2c(SCC(=O)N3CCCCC3)nnc2-c2cccnc2)cc1
 : 0.5%	-13%	-5.7%	24%	0%	i	1.1	1	0%	2%
COC(=O)CN(C#N)c1nc(C)cc(C)n1
 : -17%	0%	1.4%	5%	10%	i	0.6	1	0%	10%
COC(=O)Nc1sc2c(c1C(=O)N1CCOCC1)CCC(C)C2 (stereo not drawn)
 : -2.5%	18%	0.3%	-2%	1%	i	6.1	1.1	-6%	16%
CCOC(=O)c1c(C)oc2ccc(OC(=O)COc3c(F)c(F)c(F)c(F)c3F)cc12
 : -7.3%	10%	-3.7%	9%	1%	i	0.5	1.1	-4%	13%
COc1ccc(CNS(=O)(=O)c2ccc(S(=O)(=O)N3CCCCC3)cc2)cc1
 : -5.6%	-12%	-1.3%	.	.	i	6.6	1	-4%	-12%
Cc1ccc(/C=N/NC(=O)c2c[nH]c3ccccc23)o1
 : -0.8%	-6%	-3.5%	12%	19%	i	0.8	1.3	5%	-3%
Cn1c(/N=C/c2cccs2)nc2ccccc21
 : -1.5%	0%	-1.1%	-5%	0%	i	1.6	1.1	-2%	-2%
Cc1cc(C(F)(F)F)n2nc(-c3cnn(C)c3C(F)(F)F)c(Br)c2n1
 : -16%	10%	0.5%	5%	1%	i	0.5	1.1	-4%	5%
CC(=O)N(Cc1cc2cc(C)c(C)cc2n2nnnc12)CC1COCCO1 (stereo not drawn)
 : -2.8%	8%	-0.8%	7%	1%	i	1.1	1	-6%	11%
COc1ccc(-c2cc3ccccc3oc2=O)cc1NC(=O)c1ccc(Br)o1
 : -1.7%	9%	-1.2%	40%	14%	i	0.8	1.1	-6%	11%
CCCC1=[N+](CC(C)=O)CCn2c(C)ccc21
 : -5.8%	-7%	i	4%	6%	i	1.5	1	-2%	-42%
CC(C)(C)NC(=O)COc1ccc(-c2ccccc2)cc1
 : -1.9%	-4%	-1.1%	-1%	17%	i	0.2	1.1	-9%	-3%
CCCc1cc(=O)[nH]c(SCc2ccc(C#N)cc2)n1
 : -4.6%	-2%	-0.6%	-1%	-7%	i	0.5	1	-12%	2%
S=C(c1ccc(-c2cc(Cl)ccc2Cl)o1)N1CCOCC1
 : -4.3%	-13%	.	2%	2%	i	0.5	1.1	2%	12%
O=C(Nc1ccc(Cl)cc1C(=O)NCCN1CCOCC1)c1ccc(Cl)cc1Cl
 : 0.3%	-1%	-1.7%	-6%	-1%	i	0.5	1.2	-10%	-3%
COc1ccc(/C=C2\SC(=O)N(CCC(=O)Nc3ccc(S(=O)(=O)Nc4nccs4)cc3)C2=O)cc1
 : -1.2%	9%	-1.0%	-2%	-1%	i	0.2	1.1	-3%	26%
Cc1nc(NC(C)(C)CO)c([N+](=O)[O-])cc1[N+](=O)[O-]
 : 0.6%	-1%	0.9%	25%	0%	i	0.3	1	-5%	3%
O=C(Nc1ccccc1)NC1CCCCC1
 : -3.1%	2%	-1.7%	1%	2%	i	0.5	1.2	0%	4%
C/C(=N/NC(N)=S)c1cc2ccc(O)cc2oc1=O
 : .	.	.	-61%	14%	+	0.5*	.	-4%	.
NC(=O)c1cccnc1Nc1cccc([N+](=O)[O-])c1
 : -2.3%	7%	-1.2%	2%	4%	i	0.6	1	-4%	9%
CCOC(=O)C1CCCN(C(=O)c2ccccc2Oc2ccccc2)C1 (stereo not drawn)
 : -3.0%	-4%	2.3%	-7%	-4%	i	0.7	1.1	-10%	-6%
CCCn1c(SCC(=O)N2CCc3ccccc3C2)nc2c1c(=O)n(C)c(=O)n2C
 : -10%	2%	-3.3%	-3%	5%	i	0.6	1.1	0%	3%
CCCCNC(=O)CSc1nc2ccc(NC(=O)CSc3nnc(N)s3)cc2s1
 : -2.4%	1%	-2.4%	-3%	21%	i	0.3	1.1	-4%	12%
Oc1ccc(/C=N/n2cnn(Cc3ccccc3Cl)c2=S)c(O)c1
 : -7.8%	-1%	-2.1%	12%	5%	i	0.6	0.9	-5%	21%
Oc1cc(-n2cccn2)c(O)cc1-n1cccn1
 : .	.	.	4%	8%	i	1.5	.	-3%	.
Cc1cc(NC(=O)COc2ccccc2)n(-c2ccccc2)n1
 : -5.6%	-3%	-0.4%	6%	6%	i	1.4	1.1	-6%	-4%
COc1cc([N+](=O)[O-])cc(/C=N/NC(=O)CSc2ccccn2)c1O
 : .	.	.	51%	23%	i	0.4	.	3%	.
CCn1c(SCC(=O)N/N=C/c2ccc(O)c(OC)c2)nc2ccccc21
 : -3.9%	-1%	-2.5%	-10%	6%	i	0.8	1.1	3%	62%*

Printed as active in PMI inhibitors, among the entries above:
SMILES	XIAP displacement	PMI inhibition	M17LAP inhibition	M1AAP inhibition	Myeloid diff 2 GFP+ MAC1+ %	TNAP activators	LYP inhibition	PMI inhibitors
CCn1c(SCC(=O)N/N=C/c2ccc(O)c(OC)c2)nc2ccccc21	-3.9%	-1%	-10%	6%	0.8	1.1	3%	62%*

Other results follow:
Letter code – A = XIAP displacement; B = PMI inhibition; C = CSM14.1 death rescue; D = M17LAP inhibition; E = M1AAP inhibition; F = Myeloid diff 2; G = Myeloid diff 2 GFP+ MAC1+ %; H = TNAP activators; I = LYP inhibition; J = PMI inhibitors
> COc1ccc(C(=O)Nc2ccc(S(=O)(=O)N3CCCCC3)cc2)cc1
  A = -2.6% | B = 8% | C = 3.8% | D = 6% | E = 14% | F = i | G = 0.6 | H = 1 | I = 0% | J = 15%
> CCOc1cc(C(=S)N2CCCC2)ccc1OC(=O)Cc1ccc(F)cc1
  A = -8.2% | B = -7% | C = 1.4% | D = -1% | E = -4% | F = i | G = 0.2 | H = 1 | I = 2% | J = -2%
> Cc1nc2sccn2c1P(c1c(C)nc2sccn12)c1c(C)nc2sccn12
  A = -7.8% | B = -6% | C = 6.3% | D = 14% | E = 9% | F = i | G = 0.6 | H = 1 | I = -6% | J = -14%
> O=C(COC(=O)C1CC2C=CC1C2)NCc1ccco1 (stereo not drawn)
  A = 5.7% | B = 12% | C = -0.2% | D = 43% | E = 8% | F = i | G = 0.7 | H = 1.1 | I = -3% | J = 7%
> COc1ccccc1NC(=S)N1CCC(NC(=O)NC23CC4CC(CC(C4)C2)C3)CC1
  A = -2.9% | B = 4% | C = -1.1% | D = 0% | E = 5% | F = i | G = 2.9 | H = 1.2 | I = -6% | J = 4%
> Cc1ccc(C)c(S(=O)(=O)N2CCN(CC(=O)NC(=O)NCc3ccco3)CC2)c1
  A = -4.7% | B = -1% | C = 1.4% | D = 0% | E = -2% | F = i | G = 0.2 | H = 1.2 | I = -4% | J = -15%
> Nc1ccc(S(=O)(=O)Nc2cnc3ccccc3n2)cc1
  A = . | B = . | C = . | D = 18% | E = 10% | F = i | G = 1.9&0.7 | H = . | I = 6% | J = .
> COc1ccc(-c2cc(C(=O)OCC(=O)c3cccc([N+](=O)[O-])c3)c3cc(C)ccc3n2)cc1
  A = -5.7% | B = 12% | C = -0.8% | D = -12% | E = 4% | F = i | G = 0.8 | H = 1.2 | I = 0% | J = 4%
> Nc1ccc(C(=O)Nc2ccc(NC(=O)c3ccco3)c(O)c2)cc1
  A = . | B = . | C = . | D = 0% | E = 13% | F = i | G = 0.3 | H = . | I = 5% | J = .
> CCOC(=O)c1cc(CNC(=O)c2c(C)oc3c2CCCC3)c(C)o1
  A = -0.8% | B = -1% | C = 2.8% | D = 5% | E = 3% | F = i | G = 0.7 | H = 1 | I = -2% | J = -10%
> O=[N+]([O-])c1cnn(-c2nc(-c3ccccc3)cc(C(F)(F)F)n2)c1
  A = -1.9% | B = -3% | C = 0.5% | D = 2% | E = -2% | F = i | G = 1.0 | H = 1 | I = -9% | J = -4%
> Cc1sc(NC(=O)c2ccco2)c(CN2CCN(c3ccccc3)CC2)c1C
  A = -11% | B = 5% | C = -1.7% | D = 0% | E = -1% | F = i | G = 1.5 | H = 1.1 | I = -4% | J = 8%
> CCN(CC)c1ccc(/C=N\NC(=O)c2cccc3cc[nH]c23)cc1
  A = . | B = . | C = . | D = -14% | E = 11% | F = i | G = 1.5 | H = . | I = 8% | J = .
> COc1c(Cl)cc(C(=O)Nc2ccccc2-c2ccccc2)cc1Cl
  A = -5.5% | B = -5% | C = 17% | D = -2% | E = 1% | F = i | G = 1.1 | H = 1.1 | I = -8% | J = -1%
> O=C(O)c1cn(-c2ccc(F)cc2)c(=O)c2ccccc12
  A = -2.2% | B = 37% | C = 0.5% | D = -4% | E = 7% | F = i | G = 0.2 | H = 1.1 | I = -8% | J = -1%

Some of these compounds in order of heavy-atom count, high to low:
Letter code – A = XIAP displacement; B = PMI inhibition; C = CSM14.1 death rescue; D = M17LAP inhibition; E = M1AAP inhibition; F = Myeloid diff 2; G = Myeloid diff 2 GFP+ MAC1+ %; H = TNAP activators; I = LYP inhibition; J = PMI inhibitors
> COc1ccccc1NC(=S)N1CCC(NC(=O)NC23CC4CC(CC(C4)C2)C3)CC1
  A = -2.9% | B = 4% | C = -1.1% | D = 0% | E = 5% | F = i | G = 2.9 | H = 1.2 | I = -6% | J = 4%
> COc1c(Cl)cc(C(=O)Nc2ccccc2-c2ccccc2)cc1Cl
  A = -5.5% | B = -5% | C = 17% | D = -2% | E = 1% | F = i | G = 1.1 | H = 1.1 | I = -8% | J = -1%
> O=C(O)c1cn(-c2ccc(F)cc2)c(=O)c2ccccc12
  A = -2.2% | B = 37% | C = 0.5% | D = -4% | E = 7% | F = i | G = 0.2 | H = 1.1 | I = -8% | J = -1%

Further entries:
Letter code – A = XIAP displacement; B = PMI inhibition; C = CSM14.1 death rescue; D = M17LAP inhibition; E = M1AAP inhibition; F = Myeloid diff 2; G = Myeloid diff 2 GFP+ MAC1+ %; H = TNAP activators; I = LYP inhibition; J = PMI inhibitors
> O=C(NNC(=S)NC(=O)C12CC3CC(CC(C3)C1)C2)c1ccncc1
  A = -6.8% | B = -9% | C = -0.3% | D = 22% | E = -18% | F = . | G = . | H = 1.9 | I = 6% | J = -2%
> CN1C(=O)CC(N2CCN(c3ccc(Cl)c(Cl)c3)CC2)C1=O (stereo not drawn)
  A = -3.4% | B = 10% | C = 1.0% | D = 10% | E = 0% | F = i | G = 2.3 | H = 1 | I = -1% | J = 11%
> CCc1ccc(C2CC(c3cccc(Cl)c3)n3nc(N)nc3N2)cc1 (stereo not drawn)
  A = -16% | B = 20% | C = . | D = 0% | E = 4% | F = i | G = 1.0 | H = 1 | I = -2% | J = 21%
> Cc1ccc(N2CCN(S(=O)(=O)N(C)C)CC2)c(C)c1
  A = -9.8% | B = 4% | C = 0.0% | D = . | E = . | F = i | G = 4.5 | H = 1.1 | I = 2% | J = 12%
> COc1ccc(OC)c(S(=O)(=O)NC2CCCCC2)c1
  A = -7.5% | B = 3% | C = 1.4% | D = -9% | E = 1% | F = i | G = 1.1 | H = 1.1 | I = -1% | J = 11%
